Assay outcomes as filed in PubChem.
Artemis inh: Artemis (human) endonuclease inhibition; Q96SD1; recombinant Artemis, quenched FAM hairpin cleavage fluorescence; inhibition, % at 10 µM; hit rate 0.78% among 30,000; AID 686954;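 active = at 10 µM dose, at least 30% inhibition, measured as corrected fluorescence normalized to stimulator and neutral control wells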
Target sequence (Q96SD1 whole entry, looked up): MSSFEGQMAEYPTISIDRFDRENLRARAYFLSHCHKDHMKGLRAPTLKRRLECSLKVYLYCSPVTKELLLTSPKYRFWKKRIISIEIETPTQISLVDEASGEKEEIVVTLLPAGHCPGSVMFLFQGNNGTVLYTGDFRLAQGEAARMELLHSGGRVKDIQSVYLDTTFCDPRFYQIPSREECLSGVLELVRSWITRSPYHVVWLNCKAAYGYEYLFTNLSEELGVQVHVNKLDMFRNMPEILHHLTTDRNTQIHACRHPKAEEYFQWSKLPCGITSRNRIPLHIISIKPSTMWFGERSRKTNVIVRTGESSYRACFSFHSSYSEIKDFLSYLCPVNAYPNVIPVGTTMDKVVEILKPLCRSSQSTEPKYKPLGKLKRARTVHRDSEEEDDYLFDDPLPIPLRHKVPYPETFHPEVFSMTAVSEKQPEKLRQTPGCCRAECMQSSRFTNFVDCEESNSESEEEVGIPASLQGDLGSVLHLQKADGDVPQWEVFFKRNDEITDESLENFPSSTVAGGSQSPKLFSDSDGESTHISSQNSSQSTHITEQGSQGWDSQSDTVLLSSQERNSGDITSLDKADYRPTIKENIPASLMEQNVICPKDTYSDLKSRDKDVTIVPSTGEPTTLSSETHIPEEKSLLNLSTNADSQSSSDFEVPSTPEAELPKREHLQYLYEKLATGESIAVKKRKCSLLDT
Numbers without * were called inactive. These rows are one share of the data (hit frequency here may not be typical).

SMILES | Artemis inh
Cc1c(C(=O)N2CCOCC2)sc2ncnc(N3CCc4ccccc4C3)c12 | -1
COCCNC(=O)CCCCCN1C(=O)CCC1=O | 4
COc1cccc(/C=N/NC(=O)c2c(-c3ccccc3)noc2C)c1O | 7
COc1ccc(C2C=C(C)Nc3nc(SC)nn32)cc1 (stereo unspecified) | -3
CCOCCCNC(=O)C(c1ccc(C)cc1)N(Cc1ccc2c(c1)OCO2)C(=O)c1cnccn1 (stereo unspecified) | 4
CCOc1ccccc1NC(=O)COn1nnc2ccc(Cl)cc21 | -3
N#CC1=C(N)SC2(CCCCC2)SC1c1ccccc1 (stereo unspecified) | 2
Oc1ccc(Br)cc1-c1cc(-c2ccccc2)n[nH]1 | 1
CCOC(=O)C1CCN(S(=O)(=O)c2ccc3c(c2)CCCN3C(C)=O)CC1 | 1
CN(C)C(=O)c1ccccc1Sc1ccc(Cl)cc1Cl | 10
Cc1nnc(NCCc2ccccc2)n(N)c1=O | 1
CC(=O)N(Cc1cc2c(C)cc(C)cc2[nH]c1=O)C1CCCCC1 | 11
O=C(C1CCN(C2CC(=O)N(Cc3ccccc3)C2=O)CC1)N1CCCCCC1 (stereo unspecified) | 2
Nc1cccc(NC(=O)c2cccs2)c1 | 1
Cc1ccc(O)c(NC(=O)c2ccco2)c1 | 0
COC(=O)Cc1cc(=O)n2[nH]cnc2n1 | -4
O=C(CCc1nc2ccccc2c(=O)[nH]1)OCc1nnc(-c2ccccc2)o1 | -3
CCn1c(=O)n(CCOC)c(=O)c2c3c(sc21)CCCC3 | -8
COc1cccc(/C(O)=C2/C(=O)C(=O)N(CCN3CCOCC3)C2c2cccnc2)c1 (stereo unspecified) | -7
O=C(N1CCOCC1)N1CCN(S(=O)(=O)N2CCOCC2)CC1 | -2
CCOc1ccc(NC(=O)CN2CCN(S(=O)(=O)c3ccc(Cl)cc3)CC2)cc1 | -2
CCOC(=O)c1[nH]cnc1C(=O)O | -4
CCOC(=O)C1CCN(C(=O)c2ccccc2NC(C)=O)CC1 | 0
Cc1ccc(-c2csc3ncnc(-n4nc(C)cc4N)c23)cc1 | 11
CCc1[nH]nc2c1C(c1ccc(Br)s1)C(C#N)=C(N)O2 (stereo unspecified) | 1
COC(=O)c1c(C)[nH]c(C(C)=O)c1C | 2
COc1ccc(C2C(C(C)=O)=C(O)C(=O)N2c2nccs2)cc1 (stereo unspecified) | -7
CCOC(=O)c1cc(C(=O)OCC)c2ccccn2c1=O | 0
COC(=O)CSc1ccc(C#N)c(SCC(=O)OC)c1 | -6
CCC(C)(C)n1nnnc1C(c1ccc(OC)c(OC)c1)N1CCN(c2cccc(OC)c2)CC1 (stereo unspecified) | -3
CCOC(=O)c1[nH]c(CSc2nnc(-c3ccncc3)n2CCOC)c(C(=O)OCC)c1C | 4
Cn1nnnc1SCC(=O)Nc1ccccc1N1CCCCC1 | -2
CSc1nnc2n(-c3ccccc3)c(=O)c3c4c(sc3n12)CCC4 | -9
O=C(CSc1nnc(-c2cccs2)n1CC1CCCO1)c1cc2ccccc2o1 (stereo unspecified) | 2
CCCc1[nH]nc2c1C(c1ccc(OC)c(CSC3=NCCS3)c1)C(C#N)=C(N)O2 (stereo unspecified) | 14
CC(C)(C)NC(=O)c1cccc(NC(=O)c2ccco2)c1 | -6
O=C(CCSc1ccccc1)Nc1ccc(S(=O)(=O)N2CCOCC2)cc1 | 5
O=C1c2ccccc2C(=O)N1c1nc(-c2cccs2)cs1 | -2
COC(=O)c1ccc(C2/C(=C(/O)c3ccc(OC)cc3)C(=O)C(=O)N2c2cc(C)on2)cc1 (stereo unspecified) | 19
Cc1c(OCc2ccccc2)c(=O)ccn1Cc1ccccc1 | -4
CCSc1nnc(NC(=O)CSc2nc3c(c(=O)n2CC)SC(C)C3)s1 (stereo unspecified) | 3
CCC(=O)Nc1ccc(/C(C)=N\NS(=O)(=O)c2ccc(C)cc2)cc1 | 12
O=C(CN(Cc1cccs1)C(=O)CNC(=O)c1ccco1)NC1CCCCC1 | 1
O=C(NC1CCCCC1)N(Cc1ccccc1)Cc1ccco1 | -10
CNC(=O)c1nnn(-c2ccccc2)c1C(=O)NC | -12
O=C(CSCc1ccc(F)cc1)Nc1nc2c(s1)CCCC2 | 5
C=CCNC(=O)C1CC(=O)N(c2ccc(OCC(=O)Nc3ccc(C)cc3)cc2)C1 (stereo unspecified) | -2
O=C(Nc1ccncc1)c1ccccc1F | 9
Cn1c(=O)c2c(nc(OCc3cccnc3)n2Cc2ccccc2)n(C)c1=O | 10
CC1CC(C)(C)NC(C)c2ccccc21 (stereo unspecified) | -8

The listing continues:
SMILES | Artemis inh
O=C(CNC(=O)Cc1ccccc1)NCC(=O)OCc1ccccc1 | -3
CCOC(=O)c1c(C(=O)OCC)c(C)n(N2C(=O)CSC2=S)c1C | 9
CCOC(=O)C1=C(c2ccccc2)OC(N)=C(C#N)C1C1CCCCC1 (stereo unspecified) | 2
COc1cc(C)ccc1OCCOc1cc(C)ccc1Cl | -6
Cn1c(SCC(=O)Nc2cccc(F)c2)nnc1-c1cc2ccccc2o1 | -4
C#CCOC(=O)C(NC(=O)c1ccccc1)=C1CCCCC1 | -10
C(=C\c1ccccc1)/CSc1nnc(-c2ccccn2)n1Cc1ccco1 | 6
CC(=O)c1c(NC(=O)C(C)C)nc(C)nc1-c1ccccc1 | -3
CSc1ccc(NC(=O)NCCCN2CCN(c3ccccc3F)CC2)cc1 | -8
COc1ccccc1OCc1ccc(C(=O)OCC2CCCO2)o1 (stereo unspecified) | -7
CC(C)(C)NC(=O)C(c1ccc(OCC(N)=O)cc1)N(C(=O)c1cccnc1)C1CC1 (stereo unspecified) | 1
C/C(=N/OCC(=O)Nc1ccc(C)cc1C)c1cccs1 | 7
CCOC(=O)c1ccc2nc(C(F)(F)F)[nH]c(=O)c2c1 | -5
Cn1nc(C(F)(F)F)c2cc(NC(=O)OCC(C)(C)C)sc21 | 1
Cn1nnnc1SCC(=O)NC(C)(C)C | -13
COc1ccc(/C=N/NC(=O)Nc2cccc3nsnc23)c(OC)c1 | 2
COC(=O)c1c(C)[nH]c(C(=O)CN2CCOCC2)c1C | -6
CC(C)CNC(=O)c1nc(-c2ccccc2)n(-c2ccccc2)n1 | -10
Nn1c(SCC(=O)NC(=O)NCc2ccco2)nnc1-c1ccc(OC(F)F)cc1 | 1
N#Cc1nn(-c2ccccc2)nc1N1CCCCC1 | -3

Retrieved by compound from the list above (two):
SMILES | Artemis inh
Oc1ccc(Br)cc1-c1cc(-c2ccccc2)n[nH]1 | 1
CC(C)(C)NC(=O)C(c1ccc(OCC(N)=O)cc1)N(C(=O)c1cccnc1)C1CC1 (stereo unspecified) | 1

(next part)
SMILES | Artemis inh
O=C(NCc1cccs1)Nc1ccc(Cl)cc1 | -2
O=C(Oc1cccc2c(OC(=O)N3CCCC3)cccc12)N1CCCC1 | -4
CC(C)CC1(C)NC(=O)N(CC(=O)NC(=O)Nc2ccc3c(c2)OCCO3)C1=O (stereo unspecified) | -3
COc1cccc(N2CC(C(=O)NC3CCCCC3)CC2=O)c1 (stereo unspecified) | -8
Nc1nc2sc3c(c2cc1C(=O)N1CCOCC1)CCCC3 | -1
CN1CCN(S(=O)(=O)c2ccc(Cc3ccc(S(=O)(=O)N4CCN(C)CC4)cc3)cc2)CC1 | -7
CCOc1ccc(C(=O)Nc2c3c(nn2-c2ccc(F)cc2)CS(=O)C3)cc1 (stereo unspecified) | 1
CC(=O)CC(=O)Nc1cccc2c1CCCC2 | -5
CCOC(=O)N1CCN(C(=O)CSc2nnc(-c3cc(OC)cc(OC)c3)o2)CC1 | -6
CCCCSc1ccc2nc(-c3ccc(C#N)cc3)cn2c1 | 8
CCN(CC)CCCN1C(=O)C(O)=C(C(=O)c2ccco2)C1c1ccc(C)o1 (stereo unspecified) | -4
COc1cc(C)c(S(=O)(=O)NCc2cccs2)cc1C | 13
Cc1ccc(C(=O)NC(NC(=O)c2ccc(C)cc2)C(Cl)Cl)cc1 | -3
Cc1cc(C)n(-c2ccc(C(=O)Nc3ccc(N4CCOCC4)cc3)cc2)n1 | -6
Cc1ccc(OC(=O)c2cc3ccccc3o2)cc1 | 2
O=C1C(SC(F)(F)C(F)F)=C(C(F)(F)F)OC2C3C=CC(C3)C12 (stereo unspecified) | 3
Cn1cccc1C(=O)NC(=O)COC(=O)c1ccccc1Sc1ccccc1C#N | 5
CCc1ccc2[nH]c(=O)c(C(c3nnnn3CCOC)N3CCN(c4ccc(F)cc4)CC3)cc2c1 (stereo unspecified) | 20
COc1cc(NS(=O)(=O)c2ccc(NS(=O)(=O)c3ccccc3)cc2)nc(OC)n1 | -18
COc1cc(NC(=O)c2ncn[nH]2)cc(OC)c1OC | 2
O=C(NCc1ccccc1)NC1(C(=O)N2CCCC2)CCCCC1 | -2
CCC1S/C(=C(\C#N)C(=O)NCc2ccco2)N(c2ccc(F)cc2)C1=O (stereo unspecified) | 5
O=C(Nc1cccnc1)C1COc2ccccc2O1 (stereo unspecified) | -5
CN(C)c1ccc(CN(C(=O)c2ccco2)C2CCS(=O)(=O)C2)cc1 (stereo unspecified) | 0
O=C(c1nc2nc(-c3cccs3)cc(C(F)(F)F)n2n1)N1CCN(Cc2ccccc2)CC1 | 1
Cc1nc2cc(NC(=O)NCc3ccccc3)ccc2o1 | -4
CCNc1cc(=O)n(C)c(=O)n1C | -9
N#Cc1nc(Cc2ccccc2)oc1N1CCC(C(N)=O)CC1 | 2
Cc1cccn2c(=O)c3cc(C(=O)NCCN4CCOCC4)c(=N)n(CCc4ccccc4)c3nc12 | 23
CC(C)N(CCCNC(=O)C1CCN(S(=O)(=O)N2CCOCC2)CC1)Cc1ccccc1 | -8
CCN(CC)c1ncnc2sc(C(=O)N3CCN(c4ccc(OC)cc4)CC3)c(C)c12 | 18
O=c1c2ccccc2cnn1-c1ccc(Br)cc1 | 6
C/C(N)=C(\C#N)C(=O)NCc1ccccn1 | 1
CCOc1ccc(S(=O)(=O)NCc2ccco2)cc1 | 4
CC(C)C(c1nnnn1Cc1ccc(F)cc1)N1CCN(C(=O)c2ccco2)CC1 (stereo unspecified) | -5
C/C(=C\C(=O)c1ccccc1)NCc1ccc(F)cc1 | 4
COC(C(=O)Nc1ccccc1F)c1ccccc1 (stereo unspecified) | 4
O=C(O)/C(=C1/OC(=O)c2ccccc21)c1ccccc1 | -5
O=C(/C=C/Nc1ccc(OC(F)(F)F)cc1)C(F)(F)F | -9
Clc1ccc(CSc2nnc(-c3ccc4c(c3)OCO4)o2)cc1 | 6
CCOC(=O)c1c(NC(=O)CSc2nnc(CNc3ccc(C)cc3C)o2)sc(C)c1C | 9
CC(C)n1c(SCC(N)=O)nc2c1c(=O)[nH]c(=O)n2C | -9
CCN(CC)C(=O)CP(=O)(c1ccccc1)c1ccccc1 | 4
Cn1c(C(C#N)C(=O)c2ccco2)nc2ccccc21 (stereo unspecified) | -4
Clc1ccc(SCc2cn3ccsc3n2)cc1 | -3
CC(=O)N1CCN(C(=O)Cn2c(=O)oc3ccccc32)CC1 | 1
COc1ccc(-c2nnc(SCC(=O)N3CCOCC3)o2)cc1 | 3
Cc1nn(-c2ccccc2)c2sc(C(=O)n3cccn3)cc12 | 1
COc1ccc(NC(=O)C2CCN(Cc3cnn(-c4ccccc4)c3-n3cccc3)CC2)cc1OC | -1
COc1cc(NC(=O)COC(=O)/C=C/c2c(C)nn(C3CCS(=O)(=O)C3)c2Cl)cc(OC)c1OC (stereo unspecified) | -1

The listing continues:
SMILES | Artemis inh
c1ccc2[nH]c(N3CCOCC3)nc2c1 | -3
C#CCNc1nc(C(C)C)nc2c1nnn2Cc1ccccc1F | 4
Cc1cc(C(=O)CSc2nnc(C3COc4ccccc4O3)n2C)c(C)n1-c1ccc(F)cc1 (stereo unspecified) | 14
CS(=O)(=O)N(CCc1ccccc1)CC(=O)Nc1ccc(OCc2ccccc2)cc1 | 3
Cc1ccc(S(=O)(=O)Nc2cc(C(=O)N3CCOCC3)ccc2N2CCCCC2)cc1 | 1
COc1nc(N(C)C)nc(-n2nnc(C(C)=O)c2C)n1 | -3
COc1ccc(CN(CCC#N)C(=S)NC(=O)c2ccccc2)cc1 | -8
NS(=O)(=O)c1ccc(CCNC(=O)CCC2COc3ccccc3O2)cc1 (stereo unspecified) | -4
CCCOc1ccc(/C=N/O)cc1 | 6
CCOC(=O)N1CCN(C(=O)CN(C2CCCCC2)S(=O)(=O)c2ccc(C)cc2)CC1 | -5
CC(C)CCNC(=O)C(c1ccncc1)N(Cc1cccs1)C(=O)Cn1nnc(-c2ccc(F)cc2)n1 (stereo unspecified) | 3

Gathered by group, the entries above containing an NH in an aromatic ring
SMILES | Artemis inh
Oc1ccc(Br)cc1-c1cc(-c2ccccc2)n[nH]1 | 1
CC(=O)N(Cc1cc2c(C)cc(C)cc2[nH]c1=O)C1CCCCC1 | 11
COC(=O)Cc1cc(=O)n2[nH]cnc2n1 | -4
O=C(CCc1nc2ccccc2c(=O)[nH]1)OCc1nnc(-c2ccccc2)o1 | -3
CCOC(=O)c1[nH]cnc1C(=O)O | -4
CCc1[nH]nc2c1C(c1ccc(Br)s1)C(C#N)=C(N)O2 (stereo unspecified) | 1
COC(=O)c1c(C)[nH]c(C(C)=O)c1C | 2
CCOC(=O)c1[nH]c(CSc2nnc(-c3ccncc3)n2CCOC)c(C(=O)OCC)c1C | 4
CCCc1[nH]nc2c1C(c1ccc(OC)c(CSC3=NCCS3)c1)C(C#N)=C(N)O2 (stereo unspecified) | 14
CCOC(=O)c1ccc2nc(C(F)(F)F)[nH]c(=O)c2c1 | -5
COC(=O)c1c(C)[nH]c(C(=O)CN2CCOCC2)c1C | -6
CCc1ccc2[nH]c(=O)c(C(c3nnnn3CCOC)N3CCN(c4ccc(F)cc4)CC3)cc2c1 (stereo unspecified) | 20
COc1cc(NC(=O)c2ncn[nH]2)cc(OC)c1OC | 2
CC(C)n1c(SCC(N)=O)nc2c1c(=O)[nH]c(=O)n2C | -9
c1ccc2[nH]c(N3CCOCC3)nc2c1 | -3
